Screens (PubChem BioAssay)
TcdB inh: TcdB glycohydrolase inhibitors, primary screen, biochemical, single point, plate reader. Toxin B (Clostridioides difficile), P18177. TcdB glycohydrolase enzymatic assay. inhibition, % at 9.99 µM. 350,000 tested, 0.24% active. AID 652162, 2013; in the data active = inhibition above about 10%
Starred values were filed as active, the others as inactive; & = joins results of further samples. An excerpt; rates above refer to the full screens.

SMILES	TcdB inh
C[C@@H]1CN([C@H](C)CO)C(=O)Cc2cc(NC(=O)C3CC3)ccc2O[C@H]1CN(C)Cc1ccncc1	-0.5
O=C(C[C@H]1CC[C@@H]2[C@H](COC[C@H](O)CN2CC2CC2)O1)NCc1ccc(Cl)cc1	-1.8
CC(C)C#Cc1ccc2c(c1)O[C@@H](CN(C)CC1CC1)[C@@H](C)CN([C@H](C)CO)S2(=O)=O	0.0
CNC[C@H]1OCCCC[C@@H](C)Oc2ccc(NC(=O)Nc3cccc4ccccc34)cc2C(=O)N([C@H](C)CO)C[C@H]1C	-1.6
COc1ccc2c3c([nH]c2c1)[C@@H](CO)N(C(=O)c1ccccn1)CC31CCN(C(=O)C2CCC2)CC1	0.6
C[C@@H]1CN([C@H](C)CO)C(=O)c2cc(NC(=O)Nc3ccccc3)ccc2O[C@@H]1CN(C)C(=O)Nc1ccc(F)cc1	-0.5
CCNC(=O)C[C@@H]1CC[C@H]2[C@@H](COc3ccc(NC(=O)c4cc(C)on4)cc3C(=O)N2C)O1	-1.1
C[C@@H]1CCCCO[C@@H](CN(C)Cc2ccc(Cl)c(Cl)c2)[C@@H](C)CN([C@@H](C)CO)C(=O)c2cc(NC(=O)CCC(F)(F)F)ccc2O1	-0.5
CNC[C@@H]1Oc2ccc(NC(=O)NC3CCCCC3)cc2C(=O)N([C@@H](C)CO)C[C@@H]1C	0.1
CS(=O)(=O)N1CCCCN2[C@H](CO)[C@H](c3ccc(Br)cc3)[C@@H]2C1	0.5
C[C@H]1CN([C@@H](C)CO)C(=O)c2cc(NC(=O)Nc3cccc4ccccc34)ccc2O[C@H]1CN(C)C(=O)Nc1ccccc1	-0.6
CO[C@H]1CN(C)C(=O)c2cc(NC(=O)Nc3ccccc3F)ccc2OC[C@H](C)N(Cc2ccccc2C(=O)O)C[C@H]1C	1.0
O=C(Nc1ccc2c(c1)[C@@H]1C[C@@H](CC(=O)N3CCCCC3)O[C@@H](CO)[C@@H]1O2)C1CCC1	1.3
O=C(C[C@@H]1CC[C@@H](NC(=O)C2CCC2)[C@H](CO)O1)NCCCN1CCOCC1	-1.3
O=C1O[C@H](c2ccccc2)[C@H](c2ccccc2)N2[C@H]1[C@@H](C(=O)NC[C@H](O)c1ccccc1)[C@]1(C(=O)Nc3ccc(C#CCCO)cc31)[C@H]2c1ccc(OCCO)cc1	-1.4
C[C@@H]1CCCCO[C@@H](CN(C)C)[C@H](C)CN([C@@H](C)CO)C(=O)c2cc(NS(=O)(=O)c3ccc(F)cc3)ccc2O1	0.0
C[C@@H]1CN([C@H](C)CO)C(=O)c2cc(NC(=O)Cc3ccccc3)ccc2O[C@@H](C)CCCCO[C@H]1CN(C)C(=O)NC1CCCCC1	0.6
N#Cc1cccc(-c2ccc(C3[C@@H]4CN(S(=O)(=O)c5ccccc5F)C[C@H]3N4)cc2)c1 (some centres undefined)	0.6&-0.7
C[C@H](NC(=O)C[C@H]1C=C[C@@H](NC(=O)C2CCC2)[C@@H](CO)O1)c1ccccc1	-0.5
C[C@H]1CN([C@@H](C)CO)S(=O)(=O)c2ccc(-c3ccc(C(=O)N(C)C)cc3)cc2O[C@H]1CN(C)C(=O)Nc1ccccc1F	0.2
CC=Cc1ccc2n(c1=O)C[C@H]1[C@H](CO)[C@@H](C(=O)N(C)C)[C@@H]2N1CC1CCOCC1 (mixture of isomers)	0.5
C[C@@H]1CCCCO[C@@H](CN(C)C(=O)Cc2ccccc2)[C@H](C)CN([C@@H](C)CO)C(=O)c2cc(NS(=O)(=O)c3cccs3)ccc2O1	0.7
CN(C)C(=O)[C@H]1[C@H](CO)[C@H]2Cn3c(ccc(C4=CCCCC4)c3=O)[C@@H]1N2CC1CC1	-0.4
C[C@H]1CN([C@@H](C)CO)S(=O)(=O)c2ccc(Br)cc2O[C@H]1CN(C)CC1CCOCC1	0.2
CN1C(=O)c2cc(NC(=O)C3CCCCC3)ccc2OC[C@H]2O[C@H](CC(=O)NCc3ccccc3F)CC[C@@H]21	0.8
O=C(Cc1ccncc1)NCC[C@@H]1CC[C@@H](NC(=O)C2CC2)[C@H](CO)O1	-0.5
COCCNC(=O)C[C@H]1CC[C@@H]2[C@H](COc3ccc(NC(=O)c4cnccn4)cc3C(=O)N2C)O1	0.0
C[C@H](CO)N1C[C@H](C)[C@H](CN(C)S(=O)(=O)c2ccccc2)Oc2ccc(NS(=O)(=O)c3cccs3)cc2CC1=O	0.3
Cc1noc(C)c1S(=O)(=O)N(C)C[C@@H]1OCCCC[C@@H](C)Oc2ccc(NC(=O)NC(C)C)cc2C(=O)N([C@H](C)CO)C[C@@H]1C	-0.2
O=C([C@@H]1[C@@H](CO)[C@@H]2Cn3c(ccc(-c4cccnc4)c3=O)[C@H]1N2Cc1ccncc1)N1CCOCC1	-0.1
Cc1noc(C)c1NC(=O)Nc1cccc2c1O[C@H](CN(C)CC1CC1)[C@@H](C)CN([C@H](C)CO)C2=O	-0.3
CCN(C[C@@H]1[C@H](c2ccccc2)[C@H](CO)N1C(C)=O)C(=O)c1ccccn1	0.8
COc1ccc2c3c([nH]c2c1)[C@@H](CO)N(C(=O)Nc1ccc(F)cc1)CC31CN(Cc2nccs2)C1	0.1
O=C(C[C@@H]1CC[C@@H]2[C@H](COC[C@@H](O)CN2C(=O)c2ccncc2)O1)NCc1cc(F)cc(F)c1	-2.3
C[C@@H]1CCCCO[C@@H](CN(C)S(=O)(=O)c2ccccc2)[C@H](C)CN([C@@H](C)CO)C(=O)c2cc(NC(=O)Cc3ccccc3)ccc2O1	0.9
CCC(=O)N1[C@H](C(=O)NC2CCCCC2)[C@@H](CO)[C@@H]2Cn3c(cccc3=O)[C@@H]21	0.9
Cc1ccccc1S(=O)(=O)N1[C@@H]2CNC[C@H]1[C@@H]2c1ccc(-c2ccc(C#N)cc2)cc1	0.1
O=C(NC[C@H]1N[C@H](CO)[C@@H]1c1ccc(C2=CCCC2)cc1)C1CCCC1	-1.9
Cc1noc(C)c1NC(=O)Nc1ccc2c(c1)CC(=O)N([C@H](C)CO)C[C@H](C)[C@H](CN(C)C)O2	0.5
COc1ccc2c3c([nH]c2c1)[C@H](CO)N(C(=O)C1CCCC1)CC31CN(Cc2nccs2)C1	-0.5
C[C@@H]1CN([C@@H](C)CO)C(=O)c2cc(NS(=O)(=O)c3cn(C)cn3)ccc2O[C@@H](C)CCCCO[C@@H]1CN(C)C	0.6
C[C@H]1CN([C@@H](C)CO)C(=O)c2cc(NC(=O)CCCCCC(=O)Nc3ccccc3N)ccc2O[C@@H]1CN(C)C(=O)Nc1ccc(C(F)(F)F)cc1	0.2
C/C=C/c1ccc([C@H]2[C@@H](C#N)N(C(=O)CN3CCOCC3)[C@@H]2CO)cc1	-0.6
COCC(=O)N1[C@H](CO)[C@H](c2ccccc2-c2cccc(OC)c2)[C@@H]1C#N	2.4
O=C(C[C@H]1C=C[C@@H](NC(=O)C2CCC2)[C@@H](CO)O1)NCc1ccncc1	-0.6
C[C@H](CO)N1C[C@H](C)[C@H](CN(C)CC2CCCC2)OCc2cnnn2CCCC1=O	0.6
CCC(=O)N(C)C[C@@H]1Oc2cc(-c3cccc(F)c3)ccc2S(=O)(=O)N([C@@H](C)CO)C[C@@H]1C	0.4
CO[C@@H](C(=O)N(C)C[C@@H]1OCc2ccccc2-c2ccccc2C(=O)N([C@@H](C)CO)C[C@@H]1C)c1ccccc1	0.0
O=C(C[C@H]1CC[C@H]2[C@@H](COC[C@@H](O)CN2C(=O)c2cccnc2)O1)Nc1ccc(-c2ccccc2)cc1	0.4
COc1ccc(NC(=O)N2CCCCN3[C@H](CO)[C@H](c4ccc(C5=CCCC5)cc4)[C@H]3C2)cc1	-4.0

(further entries)
SMILES	TcdB inh
C[C@H](CO)N1C[C@H](C)[C@@H](CN(C)C(=O)NC2CCCCC2)Oc2c(NS(=O)(=O)c3ccc(Cl)cc3)cccc2C1=O	-0.8
O=C(CCN1CCCCC1)NCC[C@H]1CC[C@H](NC(=O)C2CCCC2)[C@H](CO)O1	-0.4
C[C@H]1CN([C@@H](C)CO)C(=O)c2cc(NC(=O)CCN3CCOCC3)ccc2O[C@@H]1CN(C)C(=O)Nc1ccc(F)cc1	-0.2
CO[C@@H]1CN(C)C(=O)c2ccc(NC(=O)C3CC3)cc2OC[C@H](C)N(Cc2ccccc2)C[C@@H]1C	-7.5
C[C@@H]1CN([C@@H](C)CO)C(=O)c2cccc(NC(=O)C3CCCCC3)c2O[C@H]1CN(C)C(=O)Nc1cccc2ccccc12	-0.5
Cc1ccc(S(=O)(=O)Nc2ccc3c(c2)CC(=O)N([C@@H](C)CO)C[C@H](C)[C@H](CN(C)CC2CC2)O3)cc1	0.6
CN(C)C(=O)[C@]1(Cc2ccccc2CN=[N+]=[N-])N=C(c2ccc(OCCCO)cc2)O[C@@H]1c1ccccc1	-0.1
O=C(NCc1ccccc1Cl)[C@H]1[C@H](CO)[C@H]2Cn3c(cccc3=O)[C@H]2N1C(=O)C1CCC1	-0.9
CCC(=O)N1C[C@H](C)[C@H](OC)CN(C)C(=O)c2cc(NC(=O)c3ccccc3)ccc2OC[C@H]1C	1.4
CCCC#Cc1ccc([C@@H]2[C@@H](C#N)N(C(=O)C3CCCCC3)[C@H]2CO)cc1	0.5

Quoted from the listing.
C[C@H]1CN([C@@H](C)CO)C(=O)c2cc(NC(=O)CCN3CCOCC3)ccc2O[C@@H]1CN(C)C(=O)Nc1ccc(F)cc1 @ TcdB inh = -0.2
O=C(CCN1CCCCC1)NCC[C@H]1CC[C@H](NC(=O)C2CCCC2)[C@H](CO)O1 @ TcdB inh = -0.4
C[C@@H]1CN([C@@H](C)CO)C(=O)c2cccc(NC(=O)C3CCCCC3)c2O[C@H]1CN(C)C(=O)Nc1cccc2ccccc12 @ TcdB inh = -0.5

(more compounds)
SMILES	TcdB inh
CCCNC(=O)N(C)C[C@@H]1Oc2ncc(-c3ccc(OC)cc3)cc2C(=O)N([C@@H](C)CO)C[C@H]1C	1.5
CN(C)C(=O)c1cccc(-c2ccc([C@@H]3[C@@H](CO)N4C(=O)CN(C(=O)C5CCCCC5)C[C@@H]34)cc2)c1	0.4
O=C(C[C@@H]1C=C[C@@H](NC(=O)c2ccc3c(c2)OCO3)[C@@H](CO)O1)NCc1ccc(Cl)cc1	-0.4
CNC[C@@H]1Oc2c(NS(=O)(=O)c3ccccc3)cccc2C(=O)N([C@@H](C)CO)C[C@@H]1C	-0.4
Cc1ccc(S(=O)(=O)Nc2ccc3c(c2)C(=O)N([C@@H](C)CO)C[C@H](C)[C@H](CN(C)S(=O)(=O)c2cccs2)OCCCC[C@H](C)O3)cc1	0.1
C[C@@H]1CN([C@@H](C)CO)C(=O)c2c(c3ccccc3n2C)-c2ccccc2CO[C@H]1CN(C)Cc1ccncc1	1.0
O=C(C1CCOCC1)N1CC2(C1)[C@@H](c1ccccc1)[C@H](CO)N2C(=O)CC1CC1	-0.2
O=C(NCC[C@H]1CC[C@@H](NS(=O)(=O)c2cccc(F)c2)[C@@H](CO)O1)C1CCOCC1	0.5
COc1ccc(NC(=O)N[C@H]2CC[C@@H](CCNC(=O)CCN3CCCCC3)O[C@@H]2CO)cc1	0.3
COCC(=O)Nc1ccc2c(c1)[C@H]1C[C@H](CC(=O)NCc3cccnc3)O[C@@H](CO)[C@H]1O2	-0.3

3 entries from above, ordered by molar mass, smallest number first.
SMILES	TcdB inh
O=C(C1CCOCC1)N1CC2(C1)[C@@H](c1ccccc1)[C@H](CO)N2C(=O)CC1CC1	-0.2
COc1ccc(NC(=O)N[C@H]2CC[C@@H](CCNC(=O)CCN3CCCCC3)O[C@@H]2CO)cc1	0.3
Cc1ccc(S(=O)(=O)Nc2ccc3c(c2)C(=O)N([C@@H](C)CO)C[C@H](C)[C@H](CN(C)S(=O)(=O)c2cccs2)OCCCC[C@H](C)O3)cc1	0.1

Taken from the listing (four entries):
SMILES	TcdB inh
O=C(C1CCOCC1)N1CC2(C1)[C@@H](c1ccccc1)[C@H](CO)N2C(=O)CC1CC1	-0.2
O=C(NCC[C@H]1CC[C@@H](NS(=O)(=O)c2cccc(F)c2)[C@@H](CO)O1)C1CCOCC1	0.5
COc1ccc(NC(=O)N[C@H]2CC[C@@H](CCNC(=O)CCN3CCCCC3)O[C@@H]2CO)cc1	0.3
COCC(=O)Nc1ccc2c(c1)[C@H]1C[C@H](CC(=O)NCc3cccnc3)O[C@@H](CO)[C@H]1O2	-0.3

Further records follow.
SMILES	TcdB inh
O=C(c1cnccn1)N1CC[C@@H]2[C@H](CO)Nc3ccc(-c4ccccc4)cc3[C@@H]21	0.1
N#C[C@@H]1[C@@H](c2ccc(-c3ccccc3)cc2)[C@@H](CO)N1C(=O)Cc1ccccc1	0.6
CN(C)CC(=O)N[C@@H]1CC[C@@H](CCNC(=O)Nc2ccc(C(F)(F)F)cc2)O[C@H]1CO	0.8
Cc1ccc(S(=O)(=O)NCC[C@@H]2CC[C@@H](NC(=O)Nc3cccc(F)c3)[C@@H](CO)O2)cc1	0.8
COc1ccc(CN(C)C[C@@H]2OCCCC[C@H](C)Oc3ccc(NC(=O)NC(C)C)cc3C(=O)N([C@H](C)CO)C[C@H]2C)cc1	-0.2
C[C@@H]1CN([C@H](C)CO)C(=O)c2cc(C#CC3(O)CCCC3)cnc2O[C@@H]1CN(C)C(=O)C1CCOCC1	0.2
C[C@H](CO)N1C[C@H](C)[C@@H](CN(C)C(=O)Nc2ccc(F)cc2)Oc2ccc(NC(=O)Cc3cn(C)c4ccccc34)cc2C1=O	-0.2
CO[C@@H]1CN(C)C(=O)c2cc(NC(=O)c3cc(C)on3)ccc2OC[C@@H](C)N(S(=O)(=O)c2ccccc2)C[C@H]1C	0.0
CN1C(=O)c2cc(NC(=O)NC3CCCC3)ccc2OC[C@@H]2O[C@H](CC(=O)O)CC[C@@H]21	0.6
COc1cccc(C(=O)Nc2ccc3c(c2)C(=O)N(C)[C@@H]2CC[C@@H](CC(=O)NCC4CC4)O[C@H]2CO3)c1	0.2
CO[C@@H]1CN(C)C(=O)c2cc(NC(=O)C3CC3)ccc2OC[C@H](C)N(C(=O)NC(C)C)C[C@@H]1C	-2.4
CCNC(=O)C[C@@H]1CC[C@@H]2[C@H](COC[C@H](O)CN2C(=O)c2cc(Cl)cc(Cl)c2)O1	0.3
